# FUS suppressor: suppressors of FUS proteinopathy in yeast; S. cerevisiae FUS-expressing, growth rescue, OD600, 24 h; Potency, µM (highest dose often 76.6 µM), without a hit: at the top dose growth rescue (activation), actives largely listed as activators; hit rate 0.24% among 390,000; AID 1347120;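 note: potency is the fitted concentration of half-maximal effect; plate controls were DMSO vehicle for no effect and reference control for full effect; nearly all actives have a fitted effect of over 55% in size; some results filed as inactive show a strong effect at the top dose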
#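 Compound concentration series was pinned onto galactose-induced FUS-expressing yeast seeded at OD 0.005. Plates sat 24hr at 30C; absorbance at 600 nm gave growth. DMSO served as background control.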
# Mm-Cpn inhibitor: M. maripaludis TRiC chaperonin inhibition | AID 504842 | Potency, µM (series often up to 76.9 µM), inactives show at the highest dose activity, negative = inhibition, usual class: inhibitors | purified Mm-Cpn ATPase, ADP Transcreener TR-FRET | hit rate 0.031% among 330,000; note: potency is the fitted concentration of half-maximal effect; % is set by controls: 0 for no effect and ±100 for the full control effect; nearly all actives have a fitted effect of over 80% in size
#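 Compound-treated chaperonin, 25 nM final, turns over 10 uM ATP at 37°C for 30 min following a 10 min preincubation; ADP generated competes with ADP-d2 for Eu-cryptate antibody, lowering FRET.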
# Akt phos inh: Akt phosphorylation inhibition; AID 651550; Neuro2A IGF-stimulated pAkt S473 HTRF, 20 min; hits give low values; hit rate 0.32% among 360,000; activity change, % for hits at 50 µM; in the data active = activity change below about -80%; inconclusive = mostly about -51% to -80%; note: % is set by controls: 0 for no effect and ±100 for the full control effect
#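 Single-point screen (50 µM final compound) in Neuro2A cells stimulated 20 min with 6 nM IGF at 37 deg C. After lysis, Ser473-phosphorylated Akt read by HTRF (ex 330 nm, em 615/665 nm) as the 665/615 ratio.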
# GLP1R cytotox: cytotoxic in the GLP-1 receptor inverse agonist counter-screen; HEK293 cAMP-luciferase reporter cells, luminescence, 24 h; Potency, µM (top dose mostly 38.3 µM), for inactives: at the top dose activity change, negative = inhibition, usual class: inhibitors; hit rate 0.13% among 410,000; AID 624418;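 note: loss of luciferase light is scored as toxicity; potency is the fitted concentration of half-maximal effect; % is set by controls: 0 for no effect and ±100 for the full control effect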
#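 Step one: seed cells (200 cells/uL, DMEM with 10% Nu serum, 1% pen-strep). Step two: 12-hour incubation at 37 deg C. Step three: pin 23 nL compound, incubate 24 hr. Step four: add luciferase reagent, read luminescence 12 min later.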
# aSyn rescue: inhibitors of alpha-synuclein toxicity in yeast; Yeast expressing alpha-synuclein, growth rescue, BacTiter-Glo, 24 h; Potency, µM (titrated, usually from 46.1 µM), without a hit: top-dose growth rescue (activation), most hits filed as activators; hit rate 0.14% among 370,000; AID 652106; note: potency is the fitted concentration of half-maximal effect; % of control where 0% means no effect; nearly all actives have a fitted effect of over 65% in size
#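 Readout is rescue of growth in alpha-synuclein-expressing yeast, so inhibitors of toxicity appear as activators. Growth after 24 hr at 30 deg C in galactose medium is quantified by luminescence.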
# GLP1R inv ag: GLP-1 receptor (human) inverse agonism | P43220 | HEK293 GLP-1R CRE-luciferase, luminescence, 24 h; GLP-1R form is constitutively active | Potency, µM (doses to about 38.3 µM), inactives show at the highest dose activity change, negative = inhibition, actives largely listed as inhibitors | hit rate 1.6% among 410,000 | AID 624417; note: potency is the fitted concentration of half-maximal effect; % is set by controls: 0 for no effect and ±100 for the full control effect; nearly all actives have a fitted effect of over 55% in size
# Target sequence (P43220 whole entry, looked up): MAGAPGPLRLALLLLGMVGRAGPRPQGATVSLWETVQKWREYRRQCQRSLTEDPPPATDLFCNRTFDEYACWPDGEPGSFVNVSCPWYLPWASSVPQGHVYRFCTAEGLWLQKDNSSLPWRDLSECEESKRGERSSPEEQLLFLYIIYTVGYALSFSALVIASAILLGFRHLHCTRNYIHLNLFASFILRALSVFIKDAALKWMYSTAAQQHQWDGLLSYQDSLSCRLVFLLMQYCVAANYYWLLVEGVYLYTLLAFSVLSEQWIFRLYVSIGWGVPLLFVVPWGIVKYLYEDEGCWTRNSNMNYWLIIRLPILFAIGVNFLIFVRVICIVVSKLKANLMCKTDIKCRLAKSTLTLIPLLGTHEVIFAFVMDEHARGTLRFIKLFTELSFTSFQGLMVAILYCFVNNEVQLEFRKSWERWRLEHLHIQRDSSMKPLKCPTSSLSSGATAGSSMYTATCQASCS
#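 HEK293 cells stably co-expressing constitutively active GLP-1R and a cAMP-responsive luciferase reporter were seeded in DMEM with 10% Nu serum, given compounds after 12 h, and incubated 24 h at 37 deg C. Luminescence was then read.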
# PTHR1 agonist: activates the human parathyroid hormone receptor PTHR1; Q03431; HEK293 GP2 PTHR1 cells, GloSensor cAMP luminescence, 1 h; Potency, µM (top dose mostly 115 µM), without a hit: top-dose activation, hits mostly activators; hit rate 0.075% among 410,000; note: potency is the fitted concentration of half-maximal effect; nearly all actives have a fitted effect of over 55% in size; some results filed as inactive show a strong effect at the top dose; inactives centre near -15; many of its hits are not listed in these tables
# Target sequence (Q03431 whole entry, looked up): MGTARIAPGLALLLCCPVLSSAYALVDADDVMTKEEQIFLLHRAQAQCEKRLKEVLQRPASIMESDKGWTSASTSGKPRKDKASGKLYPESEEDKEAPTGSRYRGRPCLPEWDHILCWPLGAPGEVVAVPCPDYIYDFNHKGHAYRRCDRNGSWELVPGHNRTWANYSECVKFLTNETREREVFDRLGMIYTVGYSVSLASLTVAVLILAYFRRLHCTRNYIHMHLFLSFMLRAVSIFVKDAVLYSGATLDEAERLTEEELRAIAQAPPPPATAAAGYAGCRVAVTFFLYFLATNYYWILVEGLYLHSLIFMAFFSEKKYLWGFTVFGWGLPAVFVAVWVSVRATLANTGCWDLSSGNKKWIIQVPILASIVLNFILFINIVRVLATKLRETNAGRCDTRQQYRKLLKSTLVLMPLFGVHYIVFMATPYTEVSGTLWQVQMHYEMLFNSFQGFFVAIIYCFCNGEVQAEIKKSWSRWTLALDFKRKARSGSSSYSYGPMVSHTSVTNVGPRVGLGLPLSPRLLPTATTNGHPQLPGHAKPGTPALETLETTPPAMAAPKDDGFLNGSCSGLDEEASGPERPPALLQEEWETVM
#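 HEK-293-derived GP2 cells expressing PTHR1 and a GloSensor cAMP reporter, 3,000/well, plated overnight, given luciferin plus IBMX (each 0.5 mM as added) for 1 h at 37 °C, then compound for 1 h at 37 °C. Luminescence was read after 15 min at room temperature.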
# TDP43 rescue: inhibitors of TDP-43 toxicity in yeast; TDP-43 expressing yeast growth rescue, BacTiter-Glo, 24 h; Potency, µM (doses to about 46.1 µM), inactives show at the highest dose growth rescue (activation), actives largely listed as activators; hit rate 1.8% among 410,000; note: potency is the fitted concentration of half-maximal effect; % of control where 0% means no effect; nearly all actives have a fitted effect of over 50% in size
#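 Readout is BacTiter-Glo luminescence of cell growth, so inhibitors register as activators. TDP-43-expressing yeast at OD600=0.02 in galactose medium, after raffinose pregrowth to mid-log, were incubated with compound for 24 hr at 30 deg C.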
# Abeta yeast res: compounds reversing amyloid beta toxicity in yeast. yeast expressing A-beta42, growth rescue, OD600, 48 h; response scale: 0% DMSO, 100% iron-clioquinol control. Potency, µM (doses to about 46.1 µM), for inactives: at the highest dose growth rescue, most hits filed as activators. hit rate 0.063% among 410,000; note: potency is the fitted concentration of half-maximal effect; nearly all actives have a fitted effect of over 55% in size
#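 Yeast growth medium received pinned compounds, then yeast cells expressing toxic A-beta were added; plates incubated at 30 C for 48 hr. Growth read as absorbance at 600 nm, normalized to DMSO and equimolar FeCl3 plus clioquinol controls.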
# An asterisk follows results filed as active; i = inactive; u = inconclusive; x = no result given; [ ] = another dose, or the depositor's remark. Unless noted, calls come from the whole dose curve; as a rule, active = well fitted curve in the direction sought with a large enough effect; inconclusive = small, poorly fitted or top-dose-only effect, or another doubt; inactive = no such curve, though single readings can be large; an effect the other way counts as inactive or inconclusive.
# The line under a structure holds: FUS suppressor	Mm-Cpn inhibitor	Akt phos inh	GLP1R cytotox	aSyn rescue	GLP1R inv ag	PTHR1 agonist	TDP43 rescue	Abeta yeast res
CCN(CC(=O)NC)S(=O)(=O)c1ccc(C)cc1
→ -16%	0%	i	20%	-1%	19%	-5%	8%	-6%
O=C(NC(=S)N1CCc2ccccc21)c1ccccc1Cl
→ 7%	0%	i	u	8%	7%	-66%[inhibitor]	u	2%
COCCCN=Cc1c(C)[nH]n(-c2ccc(Br)c(C)c2)c1=O
→ 4%	2%	i	-5%	13%	u	-7%	u	6%
Cc1onc(-c2ccccc2)c1C(=O)O/N=C(\N)c1ccc([N+](=O)[O-])o1
→ 12%	3%	i	3%	14%	2%	-10%	8%	17%
Oc1ccc(Cl)cc1C=Nc1ccc2c3c(cccc13)CC2
→ 9%	-7%	i	0%	-6%	-21%	-7%	2%	-8%
CCc1nnc(NC(=O)CSc2nnc(Cc3ccccc3)n2Cc2ccccc2)s1
→ 1%	-1%	i	-1%	1%	-16%	i	5%	16%
CCSc1ncc(C#N)c(N)n1
→ -1%	0%	i	-7%	-2%	0%	-23%	-3%	0%
CCC12CN(C(=O)c3ccco3)CC(CC)(CN(C(=O)c3ccco3)C1)C2=O
→ 20%	0%	i	4%	-7%	2%	4%	-14%	7%
CCN(CC)CCN(CC(=O)N(C1CCCCC1)C1CCCCC1)C(=O)c1ccco1
→ 15%	-2%	i	-28%	0%	-30%	i	8%	-5%
Cc1ccc(F)cc1NC(=O)c1cccc2nccnc12
→ 6%	-13%	i	-16%	-5%	0%	-10%[57.5 µM]	-8%	-7%
O=C1CC(c2ccc(Cl)cc2)Sc2nc(-c3ccc(F)cc3)nn21 (stereo unspecified)
→ 1%	x	x	1%	x	4%	i	17%	1%
CCOC(=O)c1c(COC(=O)c2ccco2)nc2ccccc2[n+]1[O-]
→ 1%	1%	i	1%	0%	-7%	-2%	12%	-12%
O=C(O)CCCCNS(=O)(=O)/C=C/c1ccccc1
→ -5%	-1%	i	-3%	-1%	-7%	i	x	2%
CCOc1ccccc1NC(=O)CSc1nc2c(oc3ccccc32)c(=O)n1-c1ccc(F)cc1
→ 29%	x	x	1%	x	7%	-14%	29%	1%
O=C(Nc1ccc(Cl)cc1)C1CCCN(S(=O)(=O)c2cnc[nH]2)C1 (stereo unspecified)
→ -11%	-15%	i	11%	-6%	3%	-7%	17%	0%
O=C(COC(=O)c1ccc(Cl)c([N+](=O)[O-])c1)Nc1ccccc1OC(F)F
→ x	1%	i	6%	-6%	2%	-1%	27%	-2%
COc1ccc(CC(=O)OCCc2cc3cc(OC)c(OC)cc3c(=O)o2)cc1
→ 7%	-9%	i	0%	10%	1%	27%	10%	-7%
CCOc1ccccc1-n1c(SCC(N)=O)nnc1-c1ccc(O)cc1
→ 12%	1%	i	1%	7%	0%	-3%[57.5 µM]	-11%	-6%
COc1ccc(C(=O)N(C)[C@H]2C[C@H]3c4[nH]c5ccccc5c4CCN3C[C@H]2[C@H](C)O)cc1
→ -5%	x	i	5%	0%	15%	-15%	19%	-29%
Cn1c(=O)c2[nH]c(CCNC(=O)c3ccccc3)nc2n(C)c1=O
→ 31%	x	i	16%	-10%	16%	-6%	-19%	8%

# Additional results follow:
# The line under a structure holds: FUS suppressor	Mm-Cpn inhibitor	Akt phos inh	GLP1R cytotox	aSyn rescue	GLP1R inv ag	PTHR1 agonist	TDP43 rescue	Abeta yeast res
O=C1CCC([N+](=O)[O-])C(c2ccc3c(c2)OCO3)N1 (stereo unspecified)
→ -42%	-4%	i	2%	-2%	18%	u	12%	-20%
CCN(C(=O)N1CCOCC1)c1ccccc1C
→ 0%	1%	i	-2%	2%	8%	i	0%	-7%
Oc1ccccc1-c1nnc(COc2ccccc2)o1
→ -6%	0%	i	3%	-1%	5%	-21%	26%	1%
Cc1nc(N/C(N)=N/S(=O)(=O)c2ccccc2)nc2ccccc12
→ 0%	-3%	i	-5%	-1%	37%[activator]	i	-5%	10%
CCOC(=O)c1c(C2CC2)csc1NC(=O)COC(=O)CCS(=O)(=O)c1ccc(C)cc1
→ 12%	-3%	i	2%	-2%	13%	i	-17%	-17%
O=C(c1ccccc1Br)N1CCC(c2nc3ccccc3o2)CC1
→ 21%	x	x	3%	x	-11%	i	u	2%
CN(c1ccccc1)S(=O)(=O)c1ccc2[nH]c(=O)oc2c1
→ 23%	0%	i	-5%	2%	7%	-6%	-23%	-3%
O=C(NC1CCCC1)c1cccc(Cn2cc([N+](=O)[O-])cn2)c1
→ x	0%	i	11%	-3%	-1%	-14%	-13%	0%
COc1c2ccc(OCC/C(C)=C/C(=O)C=C(C)C)cc2nc2occc12
→ 4%	-2%	i	0%	0%	11%	15%	-10%	1%
Cc1cc(C=O)c(C)n1-c1ccc(NC2CCCC2)c([N+](=O)[O-])c1
→ 19%	-3%	i	-22%	1%	u	-25%	u	-10%
COc1cccc(CN2CCN(C(=O)c3cc(-c4cccnc4)nc4ccc(C)cc34)CC2)c1
→ 10%	-2%	i	-25%	3%	u	-20%	16%[9.22 µM]	-1%
Fc1ccc(/C=N\Nc2cccc(F)c2)cc1
→ -33%	1%	i	-6%	-5%	8%	i	-11%	-6%
CCOc1ccc(NC(=O)N2CCC(NC(=O)C(Cc3cccc(F)c3)NC(C)=O)CC2)cc1 (stereo unspecified)
→ 34%	0%	i	-13%	-1%	4%	i	6%	1%
Cc1ccc(N2CC(=O)N(NC(=O)CN3CCN(c4ccccc4)CC3)CC2=O)cc1
→ -2%	-5%	i	-2%	3%	10%	-13%	0%	-1%
CC(C)C1Cc2c(sc3[nH]c(=S)n(Cc4ccccc4)c(=O)c23)CO1 (stereo unspecified)
→ 20%	-2%	i	-8%	1%	5%	i	-8%	-3%
Cc1ccc(S(=O)(=O)N2CCN(C(=O)CN3C(=O)NC4(CCCC4)C3=O)CC2)c(C)c1
→ -4%	-1%	i	-9%	-1%	u	-1%	-4%	-1%
Fc1ccc(CSc2nnc(Cc3sc(-c4ccccc4)nc3-c3ccccc3)o2)cc1
→ -25%	-11%	i	16%	-6%	12%	-13%[57.5 µM]	-1%	-5%
Cc1cc2c(cc1C)-n1nnnc1C(N1CCCNCC1)C(=O)N2 (stereo unspecified)
→ 1%	x	i	1%	-4%	-2%	i	6%	-3%
CC(C)(C)NC(=O)CN(C(=O)c1snc(C(=O)NC2CCCCC2)c1N)c1ccc(F)cc1
→ -17%	1%	i	0%	-1%	-66%	-9%	-24%	-22%
CCOC(=O)c1c(N)nn(C(=O)c2ccccc2F)c1-c1ccc(OC)cc1
→ 8%	2%	i	2%	0%	25%	i	12%	3%

# More structures:
# The line under a structure holds: FUS suppressor	Mm-Cpn inhibitor	Akt phos inh	GLP1R cytotox	aSyn rescue	GLP1R inv ag	PTHR1 agonist	TDP43 rescue	Abeta yeast res
CCN(Cc1ccccc1)c1ccc(/C=N/NC(=S)NC(C)C)cc1
→ 23%	-2%	i	u	-1%	u	i	22%	12%
Clc1ccc2oc(-c3cccnc3)nc2c1
→ 7%	-2%	i	21%	5%	74%[activator]	-50%[inhibitor]	u	-10%
O=C(Oc1ccc2ccc(O)cc2c1)C1CCCCC1
→ 6%	-3%	i	-2%	-4%	5%	i	22µM*	-17%
Cc1cc(=O)[nH]c(Nc2ccccc2C)n1
→ -2%	2%	i	1%	0%	17%	i	4%	-8%
O=C(Nc1nc(=O)c2ccccc2s1)c1ccc(F)cc1
→ -1%	-1%	i	1%	-4%	-1%	-33%[inhibitor]	4%	-9%
CC1CN(CCc2ccccc2)c2nc3c(c(=O)n(C)c(=O)n3C)n2C1 (stereo unspecified)
→ -2%	3%	i	-3%	-7%	9%	-23%	-7%	-13%
Cc1ccc(NC(=O)CN(C)Cc2nc3c(Br)cc(Br)cc3c(=O)[nH]2)cc1
→ 22%	-9%	i	1%[0.307 µM]	6%	4%[0.307 µM]	i	5%	16%
N#Cc1ccc(COC(=O)C2CC(=O)N(CCc3ccccc3)C2)cc1 (stereo unspecified)
→ 21%	-1%	i	9%	-5%	0%	i	16%	2%
Cc1nn(C)c(C)c1NC(=O)CCl
→ 40%	0%	i	4%	-7%	95%[activator]	i	0%	-7%
CCOC(=O)C1CCN(C(=O)CN2c3ccc(C(C)C)cc3-c3ccccc3S2(=O)=O)CC1
→ 45%	x	x	-13%	x	u	-5%	25%[9.22 µM]	2%
O=C1OC(Cc2ccncc2)C(O)=C1C1=NCCCN1 (stereo unspecified)
→ -8%	1%	i	4%	3%	13%	i	-19%	3%
COc1cc(C2NC(=O)NC(c3ccccc3)=C2C(C)=O)cc([N+](=O)[O-])c1O (stereo unspecified)
→ -25%	-3%	i	1%	-6%	13%	21%	21%	1%
O=C1c2ccccc2[C@@H]2C[C@H](NC34CC5CC(CC(C5)C3)C4)[C@@H](O)CCN12
→ -9%	-1%	i	1%	-3%	6%	i	12%	1%
CC(NC(=O)c1ccccc1)C(=O)Nc1ccccc1 (stereo unspecified)
→ x	x	i	-32%	-10%	0%	i	-1%	-10%
Cc1ccnc(NC(=O)c2ccccc2NC(=O)c2ccc(Cl)cc2Cl)c1
→ -19%	1%	i	u	5%	u	i	u	8%
O=C(C[C@@H]1C/C=C\C[C@H](NC(=O)OCC2c3ccccc3-c3ccccc32)C(=O)OC[C@@H]2CCCN2C1=O)NCCO
→ 13%	3%	i	-6%	4%	-3%	-3%	27%	3%

# Screening results deposited in PubChem by National Center for Advancing Translational Sciences (NCATS).

# Only part of the results is shown, so the mix of outcomes need not match the whole.
